# Source: PubChem
# BaF3 tox – parental Ba/F3 viability inhibition as JAK2V617F counter-screen; CellTiter-Glo ATP luminescence; AID 1486; inhibition, % at 5.6 µM; 1.1% of 220,000 active;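 active = inhibition above a per-campaign cutoff, the mean inhibition of all tested compounds plus 3 SD, cut at about 27% in these data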;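 note: 0% = DMSO wells and 100% = JAK Inhibitor I control wells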
# TRPN1 ag – zebrafish TRPN1 (NompC) channel agonism | HEK293 zebrafish TRPN1-YFP, Fluo-8 calcium fluorescence; 100% = response to 87 µM carbachol | activation, % at 3 µM | 0.18% of 220,000 active | AID 1424;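 active = activation above its plate's cutoff, the mean activation of test wells on that plate plus 3 SD, cut at about 19% in these data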;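 note: 0% = DMSO alone and 100% = 87 µM carbachol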
#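 Assay system: Zebrafish TRPN1-YFP in HEK293 cells | Incubation: Dye loading 1 h at 37 °C, then 30 min room temperature | Measured by: Kinetic Fluo-8 fluorescence, ex 470-495, em 515-575 nm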
# Calpain2 inh – blocks pig calpain II enzyme activity; purified calpain II, fluorogenic peptide substrate, 30 min; inhibition, % at 16 µM; 0.37% of 220,000 active; AID 1236;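 active = inhibition above about 50%, limit read from the data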
# TRPML3 agonist – activates the human TRPML3 channel; HEK293 TRPML3-YFP, Fluo-8 calcium fluorescence; 100% = the carbachol control signal; 0.29% of 220,000 active; activation, % at 3 µM;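 active = activation above its plate's cutoff, the mean activation of the plate's test wells plus 3 SD, cut at about 12% in these data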;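 note: 0% = DMSO only wells and 100% = carbachol wells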
# Target sequence (Q8TDD5 whole entry, looked up): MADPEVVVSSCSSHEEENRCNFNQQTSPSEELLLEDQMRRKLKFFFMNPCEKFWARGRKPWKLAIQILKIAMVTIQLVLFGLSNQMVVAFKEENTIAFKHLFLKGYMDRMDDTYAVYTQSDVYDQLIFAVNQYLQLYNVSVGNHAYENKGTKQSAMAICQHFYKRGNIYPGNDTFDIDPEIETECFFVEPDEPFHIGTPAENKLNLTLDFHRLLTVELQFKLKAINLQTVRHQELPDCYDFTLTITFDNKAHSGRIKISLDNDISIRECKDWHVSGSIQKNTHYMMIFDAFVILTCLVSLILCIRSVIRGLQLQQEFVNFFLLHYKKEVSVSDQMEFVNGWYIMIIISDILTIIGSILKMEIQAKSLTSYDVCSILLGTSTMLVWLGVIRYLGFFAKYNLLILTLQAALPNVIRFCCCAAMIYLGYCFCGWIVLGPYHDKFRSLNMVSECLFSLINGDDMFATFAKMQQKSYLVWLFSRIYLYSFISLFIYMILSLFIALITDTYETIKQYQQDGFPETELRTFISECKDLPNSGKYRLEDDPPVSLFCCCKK
#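 Test system: HEK293 cells stably carrying human TRPML3-YFP; Doses: single dose, 3 µM final nominal compound, 0.3% DMSO final; Schedule: dye loading 1 h 37 °C then 30 min ambient, 125 s read; Technique: Fluo-8 calcium fluorescence; Benchmarks: high control carbachol 87 µM, low control DMSO.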
# S1P4 ag – human S1P4 receptor agonism | S1P4-expressing cell line, agonist reporter assay | AID 1509 | 0.35% of 220,000 active | O95977 | activation, % at 4.98 µM; in the data active = activation above about 11%;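 note: 0% = DMSO vehicle and 100% = reference agonist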
# Ba/F3 V617F tox – lowers viability of Ba/F3 cells expressing EpoR and JAK2V617F. ATP luminescence. 1.1% of 220,000 active. inhibition, % at 5.6 µM;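 active = inhibition above the campaign mean plus 3 SD over all tested compounds, cut at about 24% in these data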;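 note: cytokine-independent growth of Ba/F3 cells driven by EpoR plus mutant JAK2; 0% = DMSO-treated cells and 100% = JAK inhibitor I control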
# PERK inh – inhibitors of human PERK kinase | CHO PERK-DD fusion, SEAP luminescence translation reporter | Q9NZJ5 | 0.17% of 220,000 active | inhibition, % at 5.6 µM;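 active = inhibition above the mean inhibition of all tested compounds plus 3 SD, set separately per screening campaign, cut at about 2.9% in these data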;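 note: PERK kinase domain activated by AP20187 dimerizer at 100 nM; 0% = DMSO with dimerizer and 100% = rapamycin at 8.4 µM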
# EP2 mod – modulates human prostaglandin E2 receptor EP2 signaling; P43116; EP2-expressing cells, cAMP HTRF FRET, PGE2 co-stimulation; induction, % at 25 µM; 0.83% of 260,000 active;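 active = compounds whose cAMP rise, as percent of the full-agonist control response, exceeds 60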;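 note: rat C6 glioma line stably carrying human EP2 under a CMV promoter; the protocol text gives 20 µM as final concentration; 100% = response of wells given 1 µM PGE2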
# Target sequence (P43116 whole entry, looked up): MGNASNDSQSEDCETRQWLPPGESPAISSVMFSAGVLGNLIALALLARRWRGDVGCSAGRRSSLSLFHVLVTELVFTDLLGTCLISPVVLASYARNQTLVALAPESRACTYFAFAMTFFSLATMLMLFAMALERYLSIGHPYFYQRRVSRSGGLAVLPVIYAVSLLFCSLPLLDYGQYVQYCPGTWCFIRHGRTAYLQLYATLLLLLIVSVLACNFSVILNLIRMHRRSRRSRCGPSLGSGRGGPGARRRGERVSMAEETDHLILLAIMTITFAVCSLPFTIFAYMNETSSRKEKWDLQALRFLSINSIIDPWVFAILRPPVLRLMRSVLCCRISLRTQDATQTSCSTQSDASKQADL
# S1P4 antagonist – blocks the human S1P4 receptor | S1P4-expressing cells, antagonist mode, reporter read-out | inhibition, % at 4.98 µM | 0.26% of 220,000 active; in the data active = inhibition above about 29%;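 note: 0% = wells stimulated with agonist and 100% = vehicle wells without agonist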
# Starred values were filed as active, the others as inactive. Compounds were not picked by outcome. Share with any hit: about 3.6%.
SMILES,BaF3 tox,TRPN1 ag,Calpain2 inh,TRPML3 agonist,S1P4 ag,Ba/F3 V617F tox,PERK inh,EP2 mod,S1P4 antagonist
Cc1ccc(S(=O)(=O)NNC(=O)C(O)(c2ccccc2)c2ccccc2)cc1,10.3,-1.1,-1.2,0.4,-1.0,3.1,0.1,27.5,-7.5
CCOCCN(C=O)c1cccc(OC)c1,2.4,1.4,-35.9,-0.5,3.3,1.9,-0.3,15.0,-17.5
O=C(CC1CCCCC1)NCC1CCCO1 (configuration not stated),2.9,0.3,-19.3,0.2,-0.9,-2.8,0.9,16.9,15.3
CCOC(=O)/C(C#N)=C\c1cc(OC)c(OC)cc1[N+](=O)[O-],0.5,-0.5,-29.4,0.8,2.2,1.7,0.4,-18.9,-21.4
COc1ccc(S(=O)(=O)NCCSc2ccc(C)cc2)cc1OC,2.0,0.7,-46.3,-0.4,-1.5,-2.0,0.8,-21.9,1.9
CC(C)[C@H](NC(=O)OCc1ccccc1)C(=O)OCC(=O)Nc1c(F)cccc1F,4.8,0.8,-6.0,0.3,-2.8,-0.2,0.2,27.4,-6.5
COc1ccc(OC)c(NC(=O)CN(C)S(=O)(=O)c2ccc(Cl)cc2)c1,9.0,-2.6,9.9,-1.1,0.4,-0.2,0.7,-48.0,0.3
COc1ccc(C(=O)/C=C/c2ccc(OC)cc2OC)c(O)c1,-4.4,1.1,1.6,0.8,1.9,-1.5,0.6,-18.7,-9.1
COc1ccc(-c2noc(Cc3ccc(Cl)cc3)n2)cc1OC,-1.1,0.1,24.2,1.0,6.9,-4.2,0.0,-7.9,-16.9
C=CCn1c(Cc2ccc(OC(C)C)c(Cl)c2)nnc1SCC(N)=O,0.4,-1.5,-25.0,0.2,-0.6,-1.4,-0.1,7.2,5.2
COC(=O)C(CC(C)C)Oc1ccc2c(C)cc(=O)oc2c1 (configuration not stated),5.1,-2.3,5.6,-0.1,0.3,0.6,0.3,1.8,-32.1
CCOC(=O)N1CCN(CC(O)c2ccc3cc[nH]c3c2)CC1 (configuration not stated),1.3,-0.2,-3.1,0.5,-0.2,-3.3,0.4,12.8,-12.2
COc1ccc(N2C(=O)/C(=C3/C=CC=CN3C)SC2=S)cc1,-0.8,0.6,14.8,-0.1,-0.9,-6.0,0.9,-15.6,0.1
Cn1c(C(=O)N2CCC(C(N)=O)CC2)cc2c(=O)n(C)c3ccccc3c21,0.9,1.2,-15.4,0.7,0.1,-1.0,0.0,24.6,-14.0
O=C(c1cc(-c2ccccc2)on1)N1CCc2ccccc2C1,2.3,-0.6,0.9,0.1,0.9,-3.3,1.2,0.7,-5.7
O=C(COC(=O)c1cc(Br)ccc1Cl)NC(=O)NCc1ccccc1,2.8,-1.2,1.5,0.5,2.7,-1.4,1.5,2.5,-8.4
Nc1nc(Nc2cccc(F)c2)nc(N2CCOCC2)c1[N+](=O)[O-],-2.6,1.4,1.4,0.1,-0.6,4.2,-2.3,-18.5,3.1
Cc1ccc(S(=O)(=O)N2CCOCC2)cc1C(=O)NCc1ccc2c(c1)OCO2,1.6,0.3,-40.1,-0.1,2.3,-4.2,-0.4,-29.2,-35.9
CCN(CC)CCCNC(=O)CC1Sc2ccccc2NC1=O (configuration not stated),0.6,0.8,-4.1,0.5,0.0,-0.8,1.0,16.0,-21.5
O=C(CNC(=O)c1ccc(F)cc1)N/N=C/c1cc(Br)ccc1OCc1ccccc1,7.8,0.1,-40.1,0.7,0.1,3.3,-0.3,28.5,-19.8
O=C(CC(=O)c1ccccc1)Nc1cccnc1,1.2,-0.8,4.9,0.0,1.3,-3.0,0.9,-11.0,-13.7
CCCCCc1nc2ccccc2c(=O)n1N,5.2,-0.8,-33.0,0.3,-0.2,2.4,0.0,-23.1,-7.0
COc1cc(NC(=S)NCCCN2CCOCC2)c(OC)cc1Cl,7.3,-1.8,-23.9,0.5,0.7,0.7,2.7,14.9,-20.3
C/C(=N\N=C\c1ccccc1F)c1nnn(-c2nonc2N)c1C,5.2,0.2,-2.4,0.9,2.4,-1.4,0.5,16.8,-14.7
CC(=O)Nc1ccc(N2C(=O)CSC2c2c(F)cccc2Cl)cc1 (configuration not stated),4.8,0.7,26.4,2.0,0.2,3.6,0.0,1.5,-18.7

# Remaining list, next part.
SMILES,BaF3 tox,TRPN1 ag,Calpain2 inh,TRPML3 agonist,S1P4 ag,Ba/F3 V617F tox,PERK inh,EP2 mod,S1P4 antagonist
Cc1ccc(S(=O)(=O)N2Cc3ccccc3CC2C(=O)Nc2cc(C)on2)cc1 (configuration not stated),0.2,-1.0,4.6,-0.2,-1.0,-0.9,0.0,39.8,-5.6
COc1ccc(/C=N/n2cncn2)cc1Cn1nc(C)c([N+](=O)[O-])c1C,-6.8,1.7,-6.1,0.6,0.1,1.5,0.6,-2.6,3.4
Cn1c(-c2cccc([N+](=O)[O-])c2)[n+](C)c2ccccc21,70.5*,0.4,27.6,1.1,-0.9,58.0*,1.3,-11.3,-6.6
COc1ccc(OC)c(C2N(c3ccc(Cl)cc3)C(=O)C3CCCN32)c1 (configuration not stated),-3.3,1.6,-2.4,0.2,-1.8,-1.7,1.0,7.8,-3.4
Cc1ccc(NC(=O)N2CCC(=O)N2)cc1,9.4,1.0,6.8,0.6,-1.4,2.6,1.2,32.1,-5.0
O=C(NC1CCCCCC1)C1CC(=O)N(Cc2ccccc2)C1 (configuration not stated),1.2,1.0,-15.2,0.1,0.6,0.5,1.4,-16.0,-1.1
CCOCCCNC(=S)N1C2CCC1CC(NC(=O)NC1CCCCC1)C2 (configuration not stated),5.1,-1.5,21.1,1.1,1.2,-2.8,-0.1,-10.5,-3.0
CC(C)C(=O)NNC(=O)c1ccccn1,2.4,-0.8,-6.0,0.1,1.1,-1.0,0.2,-5.2,-7.2
CSc1nc(Sc2ccc(Cl)cc2)c2ccccc2n1,3.5,1.1,-7.9,-0.2,-0.5,-4.7,2.9*,47.7,-12.2
Cc1cc(/C=N/N2CCN(C)CC2)c(C)n1-c1ccccc1F,2.4,0.8,13.7,0.6,0.3,1.9,0.0,9.6,-12.5
C=CCNS(=O)(=O)c1ccc2nsnc2c1,1.6,-0.1,-28.3,0.7,0.5,-1.2,-0.1,-8.1,-16.1
CCOC(=O)c1c(O)c2c([nH]c1=O)CCCC2,1.7,-0.6,-0.3,0.2,-1.0,-1.9,0.0,-14.6,-15.4
CCN(Cc1ccncc1)C(=O)c1ccccc1NS(=O)(=O)c1ccc(Br)cc1,-3.9,-1.7,10.3,0.1,0.1,2.7,-0.2,5.3,-2.7
CC(=O)CSc1nc2ccccc2o1,-0.5,-1.0,-5.9,0.9,-1.3,-4.3,0.2,1.4,-6.1
Oc1ccc(/C=N/NC(=S)NCC2CCCO2)cc1 (configuration not stated),2.1,0.9,9.3,0.6,-0.3,-0.8,1.3,16.4,17.0
CC1CCN(CC(=O)NC(=O)NCc2ccccc2)CC1,0.4,-0.6,1.3,0.2,0.1,-1.5,0.2,-7.7,-19.6
N=C(c1cccc([N+](=O)[O-])c1)N1CCCCCC1,1.5,1.2,20.9,0.4,0.0,3.3,1.1,0.8,-5.8
Cc1c(Cc2ccccc2)c(=O)oc2cc(O)ccc12,1.6,1.1,-296.2,0.3,1.9,-1.6,0.8,25.1,-9.3
CN(C)CCNC(=O)Cn1nc(-c2ccc(Cl)cc2)ccc1=O,-1.6,1.8,-28.7,0.4,1.6,-5.2,-0.5,-1.9,-11.8
COc1ccc(NC(=O)CC2C(=O)N(c3ccc(OC)cc3)C(=O)N2CCN2CCN(C)CC2)cc1 (configuration not stated),3.3,0.4,-4.2,0.2,0.7,2.1,0.6,15.3,-5.5
Cn1c(SCc2ccccc2)nnc1-c1ccc2c(c1)OCO2,4.0,-1.2,2.5,-0.3,0.4,-3.0,0.3,2.7,-10.2
O=C(O)c1cc(N/N=C/c2ccncc2)ccc1Cl,2.4,0.6,10.8,0.8,0.4,0.3,2.0,-10.6,-2.2
CCC(C(=O)OC)n1cnc2c(nnn2-c2ccc(OC)cc2)c1=O (configuration not stated),9.2,3.3,-17.2,0.4,1.9,-2.8,0.6,-19.7,1.8
CCCSc1nc(N2CCOCC2)c2c(c1C#N)CC(C)(C)SC2,5.3,0.1,-27.0,1.1,2.7,1.0,-1.3,64.6*,-10.2
O=C(Nc1ccc(N2CCOCC2)cc1)C1CCCN(S(=O)(=O)c2ccccc2)C1 (configuration not stated),1.4,2.0,9.5,1.1,1.1,-6.2,0.7,-3.0,-15.7
CCN(CC)c1ccc(NC(=O)C(C)C)cc1,6.4,2.9,22.9,-0.3,-0.3,-0.3,0.7,14.0,-0.6
CCOc1ccc(OCC)c(NC(=O)CC2Oc3ccccc3NC2=O)c1 (configuration not stated),-1.9,0.2,11.4,-0.2,-1.7,-2.9,-0.6,-10.5,-10.6

# Some of these compounds in order of formula weight, high to low:
SMILES,BaF3 tox,TRPN1 ag,Calpain2 inh,TRPML3 agonist,S1P4 ag,Ba/F3 V617F tox,PERK inh,EP2 mod,S1P4 antagonist
O=C(Nc1ccc(N2CCOCC2)cc1)C1CCCN(S(=O)(=O)c2ccccc2)C1 (configuration not stated),1.4,2.0,9.5,1.1,1.1,-6.2,0.7,-3.0,-15.7
Cc1ccc(S(=O)(=O)N2Cc3ccccc3CC2C(=O)Nc2cc(C)on2)cc1 (configuration not stated),0.2,-1.0,4.6,-0.2,-1.0,-0.9,0.0,39.8,-5.6
CCCSc1nc(N2CCOCC2)c2c(c1C#N)CC(C)(C)SC2,5.3,0.1,-27.0,1.1,2.7,1.0,-1.3,64.6*,-10.2
COc1ccc(/C=N/n2cncn2)cc1Cn1nc(C)c([N+](=O)[O-])c1C,-6.8,1.7,-6.1,0.6,0.1,1.5,0.6,-2.6,3.4
CCC(C(=O)OC)n1cnc2c(nnn2-c2ccc(OC)cc2)c1=O (configuration not stated),9.2,3.3,-17.2,0.4,1.9,-2.8,0.6,-19.7,1.8
CSc1nc(Sc2ccc(Cl)cc2)c2ccccc2n1,3.5,1.1,-7.9,-0.2,-0.5,-4.7,2.9*,47.7,-12.2
O=C(O)c1cc(N/N=C/c2ccncc2)ccc1Cl,2.4,0.6,10.8,0.8,0.4,0.3,2.0,-10.6,-2.2
Cn1c(-c2cccc([N+](=O)[O-])c2)[n+](C)c2ccccc21,70.5*,0.4,27.6,1.1,-0.9,58.0*,1.3,-11.3,-6.6
C=CCNS(=O)(=O)c1ccc2nsnc2c1,1.6,-0.1,-28.3,0.7,0.5,-1.2,-0.1,-8.1,-16.1
N=C(c1cccc([N+](=O)[O-])c1)N1CCCCCC1,1.5,1.2,20.9,0.4,0.0,3.3,1.1,0.8,-5.8
Cc1ccc(NC(=O)N2CCC(=O)N2)cc1,9.4,1.0,6.8,0.6,-1.4,2.6,1.2,32.1,-5.0
CC(C)C(=O)NNC(=O)c1ccccn1,2.4,-0.8,-6.0,0.1,1.1,-1.0,0.2,-5.2,-7.2

# Reformatted with values under each structure: entries from further up.
# Sequence of screens: BaF3 tox	TRPN1 ag	Calpain2 inh	TRPML3 agonist	S1P4 ag	Ba/F3 V617F tox	PERK inh	EP2 mod	S1P4 antagonist
CCC(C(=O)OC)n1cnc2c(nnn2-c2ccc(OC)cc2)c1=O (configuration not stated)
  9.2	3.3	-17.2	0.4	1.9	-2.8	0.6	-19.7	1.8
CC(C)C(=O)NNC(=O)c1ccccn1
  2.4	-0.8	-6.0	0.1	1.1	-1.0	0.2	-5.2	-7.2
